# Screening data from PubChem.
# LmPK inh: LmPK (Leishmania mexicana) enzyme inhibition | purified LmPK, Kinase-Glo ATP luminescence, 1 h | Potency, µM (highest dose often 57.5 µM), for inactives: top-dose activity change, negative = inhibition, actives largely listed as inhibitors | 290,000 compounds, 0.37% hits | AID 1721; further: potency means the concentration at half of the fitted maximal effect; on the % scale 0 is the no-effect control and ±100 the full control effect
# Target sequence (Q27686 whole entry, looked up): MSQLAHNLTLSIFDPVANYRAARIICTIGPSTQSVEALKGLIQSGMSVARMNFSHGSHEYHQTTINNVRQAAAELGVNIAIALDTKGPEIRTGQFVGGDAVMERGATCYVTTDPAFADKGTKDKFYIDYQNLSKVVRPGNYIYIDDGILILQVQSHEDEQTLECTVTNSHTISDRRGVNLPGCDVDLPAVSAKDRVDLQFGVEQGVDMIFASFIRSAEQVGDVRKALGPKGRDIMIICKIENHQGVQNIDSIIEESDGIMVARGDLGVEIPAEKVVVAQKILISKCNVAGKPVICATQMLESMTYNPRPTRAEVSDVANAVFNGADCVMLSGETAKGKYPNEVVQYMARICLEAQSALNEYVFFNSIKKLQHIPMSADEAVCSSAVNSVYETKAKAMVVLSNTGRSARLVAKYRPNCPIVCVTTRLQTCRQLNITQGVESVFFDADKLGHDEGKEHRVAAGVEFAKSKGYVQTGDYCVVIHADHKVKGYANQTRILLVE
#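 Screened at intermediate enzyme activity to detect both inhibitors and activators: LmPK at 0.1 nM, with a 0.5 nM enzyme column as activation reference. PEP 0.5 mM, ADP 0.1 mM; ATP detected by luminescence after 1 h.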
# Pf growth 48h: P. falciparum growth inhibition at 48 hours (one generation). P. falciparum luciferase growth in erythrocytes, 48 h. Potency, µM (series often up to 28.7 µM), inactives show at the highest dose activity change, negative = inhibition, usual class: inhibitors. 310,000 compounds, 5.9% hits. AID 504832; further: potency means the concentration at half of the fitted maximal effect; on the % scale 0 is the no-effect control and ±100 the full control effect
#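 Firefly luciferase activity from engineered P. falciparum reports growth; inhibitors lower the luminescent signal. Cultures contained 2% hematocrit erythrocytes at 0.1% final parasitemia.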
# Pf growth 96h: inhibits malaria parasite growth, 96 h. 320,000 compounds, 6.9% hits. P. falciparum luciferase reporter growth, 96 h. Potency, µM (highest dose often 28.7 µM), inactives show at the top dose activity change, negative = inhibition, usual class: inhibitors. AID 504834; further: potency means the concentration at half of the fitted maximal effect; on the % scale 0 is the no-effect control and ±100 the full control effect
#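 Plates of compound plus infected erythrocytes (2% hematocrit, 0.05% parasitemia final) incubate 96 hours, 37 C, 5% CO2. Detection reagent added; reduced luminescence from the parasites' luciferase reporter flags inhibition.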
# Cycloheximide cs: counter-screen for Shiga toxin inhibitors: cycloheximide protein synthesis inhibition; 300,000 compounds, 12% hits; cell reporter, cycloheximide protein synthesis inhibition counterscreen; max response, %; AID 2314; in the data active means max response mostly above about 13%, no sharp cut-off; inactive means mostly below about 14%; further: read at 38.3 µM for the half of the compounds with a filed dose; 0% is about no effect
# Tb PYK inh: inhibitors of Trypanosoma brucei pyruvate kinase. TbPYK enzyme, Kinase-Glo Plus ATP luminescence, 45 min. Potency, µM (doses to about 76.8 µM), inactives show top-dose activity, negative = inhibition, hits mostly inhibitors. 410,000 compounds, 0.12% hits; further: potency means the concentration at half of the fitted maximal effect; on the % scale 0 is the no-effect control and ±100 the full control effect; nearly all actives have a fitted effect of over 50% in size
#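 Readout: single end-point luminescence (Kinase-Glo Plus, 10 min). Reaction conditions were TbPYK/substrate plus 130 uM ADP, 45 min at RT, pH 7.2 TEA buffer. No-enzyme wells served as controls, and data were normalized before concentration-response fitting.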
# AmpC inh no detg: AmpC beta-lactamase inhibition without detergent; P00811; AmpC nitrocefin hydrolysis, absorbance 480 nm, 0.0001% Triton; Potency, µM (doses to about 57.1 µM), inactives show at the top dose activity change, negative = inhibition, actives largely listed as inhibitors; 330,000 compounds, 0.52% hits;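 further: potency means the concentration at half of the fitted maximal effect; plate controls were no compound for no effect and no enzyme for full effect; nearly all actives have a fitted effect of over 20% in size; some results filed as inactive show a strong effect at the top dose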
# Target sequence (P00811 whole entry, looked up): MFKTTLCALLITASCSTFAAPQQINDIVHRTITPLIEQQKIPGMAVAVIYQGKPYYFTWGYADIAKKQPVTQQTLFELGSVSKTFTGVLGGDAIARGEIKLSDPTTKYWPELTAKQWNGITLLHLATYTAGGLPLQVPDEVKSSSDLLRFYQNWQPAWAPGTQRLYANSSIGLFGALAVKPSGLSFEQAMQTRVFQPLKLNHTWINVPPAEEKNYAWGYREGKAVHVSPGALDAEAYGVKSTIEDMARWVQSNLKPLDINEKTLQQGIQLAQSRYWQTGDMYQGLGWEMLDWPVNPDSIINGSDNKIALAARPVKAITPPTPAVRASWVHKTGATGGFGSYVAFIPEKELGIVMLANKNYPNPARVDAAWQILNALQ
#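 20 mM phosphate pH 7.0 + 0.01% (detergent screen) or 0.0001% Triton X-100; 5.3 nM AmpC reagent; cpd preinc 15 min RT; nitrocefin (800 uM stock) to start; A480 q20 s × 4 min; Activity was normalised to no-enzyme and no-compound control wells.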
# Shiga inhibitor: blocks Shiga toxin action in Vero cells. Vero cells, Shiga toxin protein synthesis inhibition reporter. inhibition, % at 38.7 µM. 290,000 compounds, 9.2% hits. AID 2315; in the data active means inhibition mostly above about 28%, no sharp cut-off; inactive means mostly below about 43%; further: 0% is about no effect
# An asterisk follows results filed as active; ? = inconclusive; · = not tested or not shown; & = joins results of further samples; [ ] = remark or other dose. Unless noted, the call rests on the fitted dose curve; in most records, active means well fitted curve in the direction sought with a large enough effect; inconclusive means small, poorly fitted or top-dose-only effect, or another doubt; inactive means no such curve, though single readings can be large; an effect the other way counts as inactive or inconclusive.
1) CCCCOc1ccc(OCCCN2CCOCC2)cc1
2) O=C(c1cc(COc2cccc(C(F)(F)F)c2)on1)N1CCC(c2ccncc2)CC1
3) O=C(COC(=O)Cn1cnc2ccccc2c1=O)Nc1ccc(Cl)c(C(F)(F)F)c1
4) CC(C)C(=O)Nc1cccc(C(=O)Nc2nnc(C(C)C)s2)c1
5) Cc1ccc(C(=O)OCC(=O)c2ccc[nH]2)s1
6) CS(=O)(=O)c1ccc(C(=O)N2CCN(C(=O)c3ccco3)CC2)cc1
7) CC(=O)c1cccc(NC(=O)C2C(c3ccccc3)C2(Cl)Cl)c1 (centres undefined)
8) O=C(Nc1ccc(Cl)cn1)c1cccnc1

screen / no.	1	2	3	4	5	6	7	8
LmPK inh	-2%	-4%	6%	2%	-10%	·	0%	-17%
Pf growth 48h	11%	6%	4%	356%[activator]	116%[activator]	-16%	?	44%[activator]
Pf growth 96h	34%[activator]	?	?	-29%	43%[activator]	1%	23%	·
Cycloheximide cs	17	-4	-2	42*	30*	·	1	15*
Tb PYK inh	-4%	-3%	4%	4%	-3%	1%	-1%	4%
AmpC inh no detg	98%[activator]	32%	45%	-21%	-29%	-18%	109%[activator][2.29 µM]	-15%
Shiga inhibitor	50	-16	-9	92*	76*	·	-6	3

9) COCC1CCN(C(=O)C2CCC(=O)N(CCc3cccc(F)c3)C2)CC1 (centres undefined)
10) CCOc1ccc(C(=O)N[C@H](C(=O)O)C(C)C)cc1
11) O=C(c1cccs1)N1CCN(Cc2cccnc2)CC1
12) O=C(OCC(=O)N1CCCc2ccccc21)c1cc(S(=O)(=O)N2CCOCC2)ccc1O
13) COC(=O)c1ccccc1OCc1cccc(C)n1
14) Cc1c(C(=O)Nc2ccc(-c3nnc4n3CCCCC4)cc2)oc2ccc(Br)cc12
15) O=C(COC(=O)c1cc(Br)ccc1O)Nc1cc(S(=O)(=O)N2CCCC2)ccc1Cl
16) COc1ccc(-c2c(C#Cc3ccsc3)c3cc(-c4ccc5[nH]ccc5c4)ccc3n2C)cc1

screen / no.	9	10	11	12	13	14	15	16
LmPK inh	2%	-1%	-3%	·	1%	-1%	3%[11.5 µM]	·
Pf growth 48h	-4%	·	30%[activator]	-18%	8%	25%	-15%	?
Pf growth 96h	33%[activator]	-24%	·	-15%	16%	11%	-4%	?
Cycloheximide cs	9	-1	-3	·	-2	-4	-3	·
Tb PYK inh	5%	1%	-17%	0%	0%	-6%	-1%	-3%
AmpC inh no detg	41%	-12%	-12%	-4%	-4%	114%[activator]	-42%	-21%
Shiga inhibitor	26	19	-2	·	-13	14*	-15	·

17) COc1ccc(N2CCN(C(=O)COc3ccc(S(=O)(=O)N4CCOCC4)cc3C)CC2)cc1
18) CN(C)S(=O)(=O)c1ccc(C(=O)Nc2cccc(S(=O)(=O)NC3=NCCC3)c2)cc1
19) Cc1nc(-c2ccc([N+](=O)[O-])cc2)nc2[nH]ccc(=O)c12
20) COCCNC(=O)C1=NOC(Cn2cc(C#N)c(=O)n(C)c2=O)C1 (centres undefined)
21) COC(=O)CN1C(=O)Nc2ccc(C)cc2C1c1ccccc1 (centres undefined)
22) O=C(CN1c2ccccc2Sc2ccccc21)NNC(=O)Nc1ccc(Cl)c(Cl)c1
23) CCOC(=O)c1sc2c(c1C)c(=O)n(CCO)c(=O)n2Cc1ccccc1
24) O=C(CCCC(=O)OCC(Cl)=C(Cl)Cl)Nc1ccccc1F

screen / no.	17	18	19	20	21	22	23	24
LmPK inh	1%	5%	-6%	0%	17%	-2%	5%	0%
Pf growth 48h	-15%	7%	221%[activator]	?	-1%	1%	?	10%
Pf growth 96h	?	-8%	1%	0%	-4%	25%	?	104%[activator]
Cycloheximide cs	3	-2	30*	-13	5	-2	-2	21
Tb PYK inh	-1%	-9%	-2%	-4%	3%	-11%	-1%	2%
AmpC inh no detg	152%[activator]	-4%	-14%	35%	0%	-59%	30%	-25%
Shiga inhibitor	-13	4	36	-18	-10	-3	-5	24

25) CCOc1ccc(C(=O)Nc2cccc3nsnc23)cc1[N+](=O)[O-]
26) CCN(C(=O)COC(=O)c1cccc(C)c1[N+](=O)[O-])c1c(N)n(Cc2ccccc2)c(=O)[nH]c1=O
27) CCCc1nc(SCC(=O)O)c2sc(=S)n(-c3ccccc3)c2n1
28) Cc1ccc2c(=O)cc(C(=O)NCCc3ccc(S(N)(=O)=O)cc3)oc2c1C
29) CC1Cc2ccccc2N1S(=O)(=O)c1c(N)n(C)c(=O)n(C)c1=O (centres undefined)
30) CC(C)(C)c1ccc(O)c(CN2CCN(c3ccccc3)CC2)c1
31) Cc1ccc(C(=O)NCCCNc2ccc(C(F)(F)F)cc2[N+](=O)[O-])cc1
32) COc1ccc(/C=N/N=C2/NC(=O)C(CC(=O)O)S2)cc1OS(=O)(=O)c1ccccc1 (centres undefined)

screen / no.	25	26	27	28	29	30	31	32
LmPK inh	-4%	·	5%	1%	-1%	-2%	2%	-5%
Pf growth 48h	-41%	-13%	19%	·	-14%	2.1µM*	14%	-12%
Pf growth 96h	-8%	16%	5%	22%	-2%	1%	9%	7%
Cycloheximide cs	-3	·	-2	-2	-1	-1	-1	6
Tb PYK inh	2%	-8%	-2%	10%	1%	-1%	-6%	-19%
AmpC inh no detg	99%[activator]	-9%	-13%	-30%	-11%	-22%	-18%	-53%
Shiga inhibitor	17	·	2	3	6	-26	-7	-22

33) CCOC(=O)N1CCN(C(=O)CCS(=O)(=O)c2ccc(Br)s2)CC1
34) CCN(CC)S(=O)(=O)c1ccc2oc(Nc3ccccc3)nc2c1
35) O=C(N/N=C/c1cccs1)c1cccc(NC(=O)c2ccc(Cl)cc2)c1
36) O=C(O)/C=C/c1ccc(S(=O)(=O)Nc2ccccc2C(=O)Nc2ccc(F)cc2)cc1
37) O=C(NCc1ccco1)c1ccc(Cl)c(S(=O)(=O)N2CCOCC2)c1
38) COc1ccc(C(c2c(NC(=O)c3ccco3)sc(C)c2C)N2CCOCC2)cc1 (centres undefined)
39) Cc1ccc2nc(/C(C#N)=C\c3ccc(N4CCOCC4)o3)[nH]c2c1
40) CC1CCN(C(=O)CSc2nc3c(c(=O)n2C)SC(C)C3)CC1 (centres undefined)

screen / no.	33	34	35	36	37	38	39	40
LmPK inh	3%	0%	0%	1%	3%	·	-10%	3%
Pf growth 48h	28%	12%	-21%	?	2.3µM*	?	32%[activator]	-15%
Pf growth 96h	0%	?	?	-5%	·	10%	?	?
Cycloheximide cs	-1	30*	29*	5	10	·	46*	-5
Tb PYK inh	-2%	-13%	·	-4%	-13%	1%	-8%	-5%
AmpC inh no detg	8%	-47%	-21%	-18%	-10%	-8%	53%	3%
Shiga inhibitor	-12	79*	13	-6	14	·	47*	-11

# Five compounds drawn at random from those above, as already listed:
26) CCN(C(=O)COC(=O)c1cccc(C)c1[N+](=O)[O-])c1c(N)n(Cc2ccccc2)c(=O)[nH]c1=O
18) CN(C)S(=O)(=O)c1ccc(C(=O)Nc2cccc(S(=O)(=O)NC3=NCCC3)c2)cc1
39) Cc1ccc2nc(/C(C#N)=C\c3ccc(N4CCOCC4)o3)[nH]c2c1
4) CC(C)C(=O)Nc1cccc(C(=O)Nc2nnc(C(C)C)s2)c1
32) COc1ccc(/C=N/N=C2/NC(=O)C(CC(=O)O)S2)cc1OS(=O)(=O)c1ccccc1 (centres undefined)

screen / no.	26	18	39	4	32
LmPK inh	·	5%	-10%	2%	-5%
Pf growth 48h	-13%	7%	32%[activator]	356%[activator]	-12%
Pf growth 96h	16%	-8%	?	-29%	7%
Cycloheximide cs	·	-2	46*	42*	6
Tb PYK inh	-8%	-9%	-8%	4%	-19%
AmpC inh no detg	-9%	-4%	53%	-21%	-53%
Shiga inhibitor	·	4	47*	92*	-22

# Later entries.
41) CC(C)(C)NC(=O)C(c1ccc(O)cc1)N(C(=O)CCC(=O)Nc1ccccn1)c1ccc(F)cc1 (centres undefined)
42) CCCCOc1cc(=O)[nH]c(=O)[nH]1
43) CN(C)CCCNC(=O)C(=O)NCC1CCCO1 (centres undefined)
44) CCc1nonc1NC(=O)c1oc2cc(C)c(C)cc2c1C
45) COc1ccc(N2C(=O)C(F)(F)C2c2ccccc2F)cc1 (centres undefined)
46) Cc1cc(NC(=O)c2ccc(Cn3cc([N+](=O)[O-])cn3)o2)no1
47) C=C(c1ccc(C(=O)O)cc1)c1cc2c(cc1C)C(C)(C)CCC2(C)C
48) O=S(=O)(N1CCOCC1)N1CCOCC1

screen / no.	41	42	43	44	45	46	47	48
LmPK inh	0%	-6%	-7%	-2%	-3%	-11%	·	0%
Pf growth 48h	-4%	20%	-24%	75%[activator]	-5%	-1%	?	4%
Pf growth 96h	?	?	32%[activator]	9%	?	-13%	-8%	-6%
Cycloheximide cs	-6	-2	-3	25*	3	11	·	-3
Tb PYK inh	0%	0%	-2%	0%&-1%	-7%	4%	-8%	1%
AmpC inh no detg	-29%	-9%	-16%	-12%	101%[activator]	24%	·	-15%
Shiga inhibitor	-12	-6	12	37	2	-10	·	-5

49) CCCCCCCCCCCCCCCCCCOCC(O)CO (centres undefined)
50) Fc1ccc(Oc2cnns2)cc1
51) COc1ccc(N(CC(=O)Nc2cc(C)on2)S(=O)(=O)c2ccc(Cl)cc2)cc1
52) CCOC(=O)c1ccc(NC(=O)CSc2nnc(NC(=O)c3ccc(S(=O)(=O)N4CCOCC4)cc3)s2)cc1
53) Cc1cc(=O)[nH]c(SCC(=O)Nc2ccccc2C#N)c1C#N
54) CC1(C)CC(=O)c2sc(N3CCCCC3)nc2C1
55) Nc1nc(CN2CCN(Cc3ccccc3)CC2)nc(N2CCCc3ccccc32)n1
56) COc1cc(/C=N/NC(=O)c2ccncc2)ccc1OC(=O)c1cccc(F)c1

screen / no.	49	50	51	52	53	54	55	56
LmPK inh	·	3%	2%	-1%	5%	-2%	1%	-15%
Pf growth 48h	-17%	0%	·	-5%	·	90%[activator]	?	8%
Pf growth 96h	?	17%	18%	5%	-5%	260%[activator]	-3%	1%
Cycloheximide cs	·	-7	-4	-3	-3	29*	-3	-2
Tb PYK inh	-3%	0%	-9%	4%	-11%	1%	-7%	0%
AmpC inh no detg	·	11%	-19%	?	-23%	-29%	91%[activator]	-23%
Shiga inhibitor	·	-5	-7	-6	28	92*	-17	-10

57) CC(C)(C)n1ncc2c(=O)n(CC(=O)NCc3ccccc3Cl)cnc21
58) CC(C)c1ccc2[nH]c(O)c(N=NC(=O)c3cccc(S(=O)(=O)Nc4cccc(Cl)c4)c3)c2c1
59) CCOC(=O)C1(O)CC(C)=NN1C(=O)c1cccc(Br)c1 (centres undefined)
60) Clc1ccccc1CSc1nnc(Cn2cnc3ccccc32)n1-c1ccccc1
61) COc1ccccc1CN1C(=O)C(=O)N(Cc2cccc(C)c2)C1=O

screen / no.	57	58	59	60	61
LmPK inh	2%	2%	-2%	9%	4%
Pf growth 48h	14%	-2%	?	·	?
Pf growth 96h	?	87%[activator]	?	?	?
Cycloheximide cs	32*	2	-5	-3	10
Tb PYK inh	-2%	-5%	2%	5%	-4%
AmpC inh no detg	-16%	-37%	0%	60%[activator]	14%
Shiga inhibitor	64*	2	-2	-16	20
